Screening results from PubChem.
PLK1 inh = human PLK1 kinase inhibitors, primary screen, biochemical, TR-FRET; inhibition, % at 10 µM; AID 619, 2007; recombinant PLK1 kinase, TR-FRET peptide phosphorylation; Serine/threonine-protein kinase PLK1 (Homo sapiens), P53350; 97,000 tested, 0.53% active;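 active = inhibition of 50% or more in the single-concentration screen; inactive = inhibition below 50%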;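 note: 0% = DMSO max control and 100% = H-89 dihydrochloride min control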
Rev-RRE block = HIV-1 Rev-RRE binding inhibitors, primary screen, biochemical, FRET, protein-RNA interaction. 97,000 tested, 0.79% active. P05866. Rev peptide-RRE RNA binding. inhibition, % at 8 µM;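 active = inhibition above the screen-wide mean plus 3 SD, cut at about 35% in these data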;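 note: 0% = median DMSO wells and 100% = median Neomycin B control wells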
Target sequence (P05866 whole entry, looked up): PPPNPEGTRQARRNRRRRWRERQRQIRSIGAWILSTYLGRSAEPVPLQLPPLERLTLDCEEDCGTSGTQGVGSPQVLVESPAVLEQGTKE
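Test system: Cy5-tagged RRE RNA duplex with fluorescein-tagged Rev peptide; Probe or stimulus: labelled Rev peptide; Schedule: 5 min preincubation and 15 min binding, 25 °C; Signal: FRET fluorescence readout; Evaluation: % inhibition from 671/540 nm acceptor-to-donor ratio, scaled between controls; Control set: DMSO and neomycin B.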
EphB4 ephrin blk = EphB4-ephrin-B2 interaction antagonists, primary screen, biochemical, TNYL-RAW peptide probe, fluorescence polarization; EphB4 LBD / TNYL-RAW-Alexa532 peptide; inhibition, % at 7 µM; Ephrin type-B receptor 4 (Homo sapiens), P54760; 97,000 tested, 0.15% active;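 active = inhibition above the screen-wide mean inhibition plus 3 SD, cut at about 15% in these data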;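 note: 0% = DMSO wells and 100% = excess unlabeled TNYL-RAW peptide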
CYP2C9 inh = blockers of cytochrome P450 2C9 activity – biochemical, luminescence, ADME assay, primary screen; P11712; CYP2C9 Supersomes, luciferin-H conversion; inhibition, % at 5 µM; 96,000 tested, 20% active; AID 777, 2007;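 active = blocking of liver enzyme CYP2C9 beyond about 50% at 5 µM, limit read from the data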; note: values of inactives mirror those of a sister screen read the other way
CYP2C19 inhib = blockers of cytochrome P450 2C19 activity – biochemical, luminescence, ADME assay, primary screen; 96,000 tested, 21% active; AID 778, 2007; inhibition, % at 5 µM; CYP2C19 Supersomes, luciferin-H EGE luminescence, 30 min;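 active = CYP2C19 inhibition above a set limit at 5 µM in the primary screen, cut at about 50% in these data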;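 note: plate controls were negative control wells for no effect and 2.5 mM tranylcypromine positive control for full effect; values of inactives mirror those of a sister screen read the other way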
CYP2C19 act = human CYP2C19 activators, primary screen, biochemical, luminescence | recombinant CYP2C19, luciferin-H EGE luminescence; hits give high values; 0 = fully inhibited enzyme, 1 = untreated enzyme | activation factor at 5 µM | Cytochrome P450 2C19 (Homo sapiens), P33261 | 96,000 tested, under 10 active | AID 1025, 2008;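 active = activation factor of at least 2 at 5 µM in the primary screen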;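 note: 0 = wells with 2.5 mM tranylcypromine and 1 = vehicle-only wells; values of inactives mirror those of a sister screen read the other way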
PLK1 PBD inh = Plk1 polo box domain binding inhibitors, primary screen, biochemical, fluorescence polarization; Serine/threonine-protein kinase PLK1 (Homo sapiens), P53350; Plk1 PBD phosphopeptide binding; inhibition, %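 (tested at about 20 µM)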; 97,000 tested, 0.13% active; AID 693, 2007; in the data active = inhibition above about 34%, passing the limit was not always enough
CYP2C9 activ = human CYP2C9 activators, primary screen, biochemical, luminescence. Cytochrome P450 2C9 (Homo sapiens), P11712. recombinant CYP2C9, luciferin-H conversion; hits give high values; factor 1 = untreated enzyme, 0 = blocked. activation factor at 5 µM. 96,000 tested, 1.4% active;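 active = activation factor of 2 or more for CYP2C9 at a 5 µM dose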;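 note: 0 = sulfaphenazole-blocked wells and 1 = vehicle-only wells; values of inactives mirror those of a sister screen read the other way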
PLAP activator = PLAP enzyme activators, biochemical, luminescence, HTS; purified PLAP enzyme, luminescent substrate read-out; hits give high values; activation fold at 20 µM; AID 696, 2007; 96,000 tested, 1.2% active; in the data active = activation fold above about 2
Target sequence (P05187 whole entry, looked up): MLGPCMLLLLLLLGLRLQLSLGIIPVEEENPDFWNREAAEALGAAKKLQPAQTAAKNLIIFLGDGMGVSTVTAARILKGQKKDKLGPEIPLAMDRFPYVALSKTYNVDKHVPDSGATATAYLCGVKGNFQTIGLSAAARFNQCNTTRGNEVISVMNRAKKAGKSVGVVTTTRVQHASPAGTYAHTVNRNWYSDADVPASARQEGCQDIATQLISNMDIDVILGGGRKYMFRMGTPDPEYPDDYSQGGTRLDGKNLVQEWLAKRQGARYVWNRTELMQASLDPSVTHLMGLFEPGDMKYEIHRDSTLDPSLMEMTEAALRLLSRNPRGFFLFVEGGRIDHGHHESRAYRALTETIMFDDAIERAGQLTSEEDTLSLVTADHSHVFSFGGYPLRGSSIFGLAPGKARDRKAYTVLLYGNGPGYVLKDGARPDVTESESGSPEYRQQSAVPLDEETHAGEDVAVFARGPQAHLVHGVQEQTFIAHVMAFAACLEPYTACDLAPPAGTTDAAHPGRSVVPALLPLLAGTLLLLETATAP
* = called active by the depositor; · = not tested or not shown; [ ] = dose if it differs, or a comment.

SMILES	PLK1 inh	Rev-RRE block	EphB4 ephrin blk	CYP2C9 inh	CYP2C19 inhib	CYP2C19 act	PLK1 PBD inh	CYP2C9 activ	PLAP activator
CCCCn1c(=O)n(CC(=O)NCc2ccc(C)cc2)c(=O)c2c1nc(CO)n2CCC	-3	4	0	26	25	0.7	24	0.7	1.2
COc1ccc(-c2nnc(SCc3cccnc3)o2)cc1	-15	1	0	·	·	·	9	·	·
CCC(C)c1c(O)nc(SCC(=O)Nc2ccccc2)[nH]c1=O (stereo unspecified)	-5	0	2	76*	73*	0.3	21	0.2	1.3
COc1ccccc1NC(=O)CSc1ccc2nnc(-c3cccnc3)n2n1	3	2	1	·	·	·	20	·	·
O=S(=O)(c1cccs1)N1CCN(CC(O)COc2cccc(Br)c2)CC1 (stereo unspecified)	-8	11	5	37	33	0.7	8	0.6	1.3
Cc1cccc(-c2c3c(=O)n(C)c(=O)n(C)c3c3cccnn23)c1	-10	33	-7	-86	25	0.7	-15	1.9	1.1
CC1CCC(C(C)C)C(OC(=O)CSc2n[nH]c(=O)[nH]c2=O)C1 (stereo unspecified)	·	·	·	-2	-12	1.1	·	1	1.1
CCOC(=O)C1=CN(c2cccc(F)c2)C=C(C(=O)OCC)C1c1cc(OC)c(O)c([N+](=O)[O-])c1	-8	-3	-1	57*	-16	1.2	4	0.4	1.4
COc1ccc(C(C)=O)c(Oc2nc(CN3CCOCC3)nc3scc(-c4cccs4)c23)c1	-9	4	5	51*	44	0.6	-2	0.5	1.4
COc1ccc2cc(CCNC(=O)C(C)(C)C)c(=O)[nH]c2c1	·	·	·	14	7	0.9	·	0.9	1
O=C(Nc1ccc(C(=O)N2CCCC2)cc1)c1ccccc1F	-8	0	4	14	9	0.9	-6	0.9	1.2
CC(C)c1nnc(NC(=O)CSc2ncn[nH]2)s1	-9	8	0	0	8	0.9	-18	1	1.5
Cc1cc2ncn(C(=O)N3CCOCC3)c2cc1C	-16	4	-2	-5	-3	1	-2	1	1
COc1ncnc2sc3c(c12)CCCC3	1	8	3	19	37	0.6	10	0.8	0.9
COC(=O)C(C)N(C(=O)c1cccc2ccccc12)c1c(C)cccc1C (stereo unspecified)	-9	10	4	36	26	0.7	14	0.6	1.3
COC(=O)C(O)(CC(=O)Nc1ccc(C)c(F)c1)C(F)(F)F (stereo unspecified)	-9	5	0	22	11	0.9	4	0.8	1.2
CCCC(=O)Nc1nc2ccc(NC(=O)c3ccc(Br)o3)cc2s1	-9	11	3	29	42	0.6	-9	0.7	0.8
CCCCn1c(CCC(=O)O)nc2c1c(=O)[nH]c(=O)n2CCC	5	4	6	-5	-3	1	9	1.1	1
CN(C)CCN1C(=O)C(=O)/C(=C(/O)c2ccc(F)cc2)C1c1ccccc1F (stereo unspecified)	·	·	·	1	-5	1	·	1	1.5
FC(F)(F)c1cc(-c2ccccc2)nc(NC2CCCC2)n1	-2	24	4	56*	42	0.6	-2	0.4	0.5
CC(C)(C)c1cc(NC(=O)COC(=O)c2ccc3c(=O)n4c(nc3c2)CCC4)n(-c2ccccc2)n1	-9	15	-1	82*	77*	0.2	-4	0.2	1.4
CCn1nc(CCC(=O)O)c2ccccc2c1=O	-16	8	7	·	·	·	-9	·	·
CC1CCCC(NC(=O)CSc2nnc(N)s2)C1C (stereo unspecified)	-3	6	10	11	3	1	-16	0.9	1.1
Cc1ccc(-c2nnn(CC(=O)N(Cc3ccco3)C(C(=O)NC3CCCC3)c3cccs3)n2)o1 (stereo unspecified)	-10	8	-1	·	·	·	-3	·	·
CCC1Oc2ccccc2N(CC(=O)NCCCN2CCCCC2CC)C1=O (stereo unspecified)	·	·	·	-5	-1	1	·	1	0.9
CCn1cc(S(=O)(=O)CC(=O)Nc2ccc3c(c2)OCCO3)c2ccccc21	-16	4	0	70*	36	0.6	-14	0.3	1
CCOc1ccccc1CNC(=O)CCNC(=O)Cn1ccc2ccccc2c1=O	-5	6	-2	24	15	0.8	-5	0.8	1.1
COC(=O)c1cccc(NC(=O)c2nn(C)c(=O)c3ccccc23)c1	·	·	·	55*	28	0.7	·	0.5	1.6
O=[n+]1c2c(n([O-])c3cc(Br)ccc31)CCC2	-13	7	-1	14	21	0.8	-9	0.9	1
COc1ccccc1NC(=O)CSc1nncn1-c1cccnc1	-10	2	1	·	·	·	6	·	·
COc1cc(OC)cc(C(=O)Nc2ccccc2NC(C)=O)c1	-4	-2	-7	26	35	0.7	-14	0.7	1.1
Fc1ccc(CO/N=C/C2=C(Cl)c3ccccc3CC2)cc1	-5	8	4	-20	8	0.9	-3	1.2	0.9
Cc1ccc(-c2cc(C(=O)NCc3ccccn3)c3ccccc3n2)cc1	-16	2	-2	49	25	0.7	12	0.5	1.2
CNCCCC1Sc2ccccc2Oc2ccccc21 (stereo unspecified)	-10	-11	-6	·	·	·	-10	·	·
O=C(CN1C(=O)CCC1=O)Nc1nc(-c2cccs2)cs1	·	·	·	5	7	0.9	·	1	0.8
Cn1c(=O)c2c(ncn2CC(=O)N(Cc2ccccc2)c2ccccn2)n(C)c1=O	-10	4	1	17	14	0.9	-24	0.8	1.3
CN(c1ccc(C(=O)NCc2ccccn2)cc1)S(C)(=O)=O	-14	7	3	-11	14	0.9	-6	1.1	1
CSC1=N/C(=C\c2ccc(F)cc2)C(=O)S1	2	10	4	-7	-17	1.2	-14	1.1	1
O=c1[nH]c(N/N=C/c2ccccc2)nc2ccccc12	-16	16	-1	12	-6	1.1	0	0.9	0.9
O=C(NCCN1CCN(C(=O)NC2CCCCC2)CC1)NC1CCCCC1	·	·	·	1	12	0.9	·	1	1.7
Cc1nnc(-c2ccccc2)c(=O)n1/N=C/c1c(O)ccc2ccccc12	-59	130*[fluorescence artefact?]	7	20	-2	1	-2	0.8	1.3
CCC(CC)C(=O)NCc1ccccc1Cl	·	·	·	67*	45	0.5	·	0.3	1.1
CC1CCCCN1S(=O)(=O)c1ccc(S(=O)(=O)NCCc2ccncc2)cc1 (stereo unspecified)	-12	9	1	·	·	·	-27	·	·
O=C(NCc1ccco1)C1CCCN(S(=O)(=O)c2ccccc2)C1 (stereo unspecified)	-6	4	0	30	41	0.6	-24	0.7	0.7
O=C(O)c1sccc1S(=O)(=O)c1ccccc1	-8	4	-7	-3	-4	1	-13	1	1.2
CCc1nc(C)ccc1OCC(=O)O	-11	10	3	3	-2	1	2	1	0.9
CCCCn1nc2cc(C(=O)NCC34CC5CC(CC(C5)C3)C4)ccc2c1OCC	-11	4	4	71*	26	0.7	-8	0.3	1.6
CCOc1ccc(NC(=O)C2CCN(c3nnnn3-c3ccccc3)CC2)cc1	-3	8	4	·	·	·	-8	·	·
NS(=O)(=O)c1ccc(NS(=O)(=O)c2ccc(NC(=O)c3ccc(-c4ccccc4)cc3)cc2)cc1	-13	-7	9	43	-1	1	-5	0.6	1
CC(=O)c1cccc(NC(=O)CCS(=O)(=O)c2cccc3nsnc23)c1	-1	8	7	35	50	0.5	7	0.7	1.1
COc1ccccc1Nc1ncnc2ccccc12	-3	7	-9	15	17	0.8	20	0.9	0.8
O=C(COC(=O)CC12CC3CC(CC(C3)C1)C2)Nc1ncc(Cl)cc1Cl	-11	5	-2	66*	89*	0.1	16	0.3	1.5
CCOC(=O)c1ccc2[nH]cc(C(C)=O)c(=O)c2c1	-7	53*	-3	·	·	·	-17	·	·
Cn1c(N)c(C(=O)COC(=O)C2CCC(C(C)(C)C)CC2)c(=O)n(C)c1=O (stereo unspecified)	-4	14	-2	-32	19	0.8	-9	1.3	1.9
Cc1cc(S(=O)(=O)N2CCCC2)ccc1OCC(=O)NCc1ccco1	-2	3	0	50*	40	0.6	-25	0.5	1.6
Cn1c(SCC(=O)N2CCOCC2)nnc1-c1ccccc1	-4	5	-3	-23	-7	1.1	-5	1.2	1
Cc1snc(S(=O)(=O)/C(C#N)=N\Nc2ccccc2)c1C#N	-9	4	-1	92*	30	0.7	-17	0.1	1
CCOC(=O)N1CCN(C(=O)CNS(=O)(=O)c2cccs2)CC1	2	3	1	8	4	1	21	0.9	0.9
Cc1nc(NC(C)C(=O)O)c2nc(C)oc2n1 (stereo unspecified)	-7	2	-3	4	10	0.9	-11	1	1.3
CCc1ccc(C2C(C(=O)O)c3ccccc3C(=O)N2C)cc1 (stereo unspecified)	-3	-1	-4	18	3	1	18	0.8	0.9

The list goes on.
SMILES	PLK1 inh	Rev-RRE block	EphB4 ephrin blk	CYP2C9 inh	CYP2C19 inhib	CYP2C19 act	PLK1 PBD inh	CYP2C9 activ	PLAP activator
CCOc1ccc(-c2cc(CCCC(=O)NCCCOC)no2)cc1	2	-2	-5	8	-7	1.1	5	0.9	1.2
O=C(Nc1ccc(S(=O)(=O)N2CCCCCC2)cc1)c1ccco1	-6	9	2	26	21	0.8	-9	0.7	0.9
N#CCCNC(=O)CCN1CCOCC1	-6	6	-9	-12	-21	1.2	-11	1.1	1
C=CCNC(=O)COC(=O)c1cc(S(=O)(=O)N2CCOCC2)ccc1N1CCCCC1	-13	0	-3	4	-3	1	14	1	1.1
CSc1ccc(Cl)c(C(=O)NCCOc2ccccc2)c1	-9	6	-1	-94	34	0.7	18	1.9	1
O=c1[nH]c2sc3c(c2c(=O)n1Cc1ccccc1)CCC3	-6	1	-1	15	13	0.9	2	0.8	0.9
Cc1cc2oc(=O)cc(CN3CCN(Cc4ccc5c(c4)OCO5)CC3)c2cc1C	-7	8	5	·	·	·	-11	·	·
C/C(=N\NC(=O)c1csc(C)c1C)c1ccc(Cl)s1	-1	5	3	-10	4	1	19	1.1	1
CCNC(=O)CCSc1nc2cc(Cl)ccc2o1	-14	6	2	·	·	·	15	·	·
Cc1cc(NC(=O)CSc2nc3ccccc3c(=O)n2-c2ccccc2)no1	-14	9	3	30	9	0.9	5	0.7	0.8
CC(C)c1nc(N2CCOCC2)c(C#N)c2c1CCC2	-9	5	-1	22	16	0.8	-12	0.8	1.1
O=C(Nc1nc2ccccc2[nH]1)c1ccc(Cl)c(S(=O)(=O)N2CCCC2)c1	-1	4	6	33	43	0.6	-15	0.7	1.9
Cn1c(=N)c(S(=O)(=O)c2ccc(Cl)cc2)cc2c(=O)n3ccccc3nc21	-7	11	7	·	·	·	-18	·	·
C=CCNc1ncnc2c1[nH]c1ccc(Cl)cc12	1	13	-7	64*	34	0.7	-14	0.4	0.9
Cc1cc(S(=O)(=O)NCc2ccc(S(N)(=O)=O)cc2)c(C)s1	-15	2	-5	-23	18	0.8	-5	1.2	0.9
N/C(=N\c1nc2c(c(=O)[nH]1)CCCC2)Nc1ccccc1	-17	6	4	-4	-12	1.1	-18	1	1.9
c1ccc(CNC2=NCCCCC2)cc1	-2	5	2	-7	-2	1	12	1.1	0.7
Cc1ccc(S(=O)(=O)n2nc(-c3ccco3)nc2SCc2ccccc2)cc1	-12	10	8	70*	55*	0.5	-23	0.3	1.1
